NR2E3 ag-1 – human photoreceptor-specific nuclear receptor agonism; CHO-S Gal4-NCOR/VP16-NR2E3 two-hybrid, luciferase; inhibition of corepressor binding, % at 3.98 µM; 0.35% of 360,000 active; AID 602229;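 active = inhibition above the mean of all tested compounds plus 3 SD, cut at about 70% in these data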;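 also: 0% = DMSO with NR2E3 transfected cells and 100% = cells lacking NR2E3 construct; higher means lower luciferase signal from less NR2E3 corepressor binding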
Target sequence (Q9Y5X4 whole entry, looked up, the tested form may be a part): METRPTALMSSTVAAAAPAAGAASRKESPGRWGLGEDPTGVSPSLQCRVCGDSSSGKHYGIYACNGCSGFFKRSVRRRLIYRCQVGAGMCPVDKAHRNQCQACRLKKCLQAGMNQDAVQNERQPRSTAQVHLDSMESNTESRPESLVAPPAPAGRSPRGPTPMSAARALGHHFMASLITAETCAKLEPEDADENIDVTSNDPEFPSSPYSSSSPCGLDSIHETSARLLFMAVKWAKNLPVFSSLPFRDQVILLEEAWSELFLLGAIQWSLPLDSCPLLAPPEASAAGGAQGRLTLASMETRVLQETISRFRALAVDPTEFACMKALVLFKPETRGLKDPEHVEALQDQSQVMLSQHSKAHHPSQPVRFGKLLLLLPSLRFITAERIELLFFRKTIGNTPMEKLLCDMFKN
CaV13 FRET inh – Disruptors of the CACNA1D IQ motif to Ca2+-dependent inactivation inhibitor domain association, primary screening, Förster resonance energy transfer in intact living …; HEK cells, CFP/YFP FRET ICDI-IQ, plate reader, 10 min; percent FRET-ratio fall versus neutral wells; inhibition, % at 12.3 µM; 0.098% of 340,000 active; AID 743397;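 active = mean replicate inhibition of at least 30% and at least 1% of replicates passing that level; inconclusive = only one of the two criteria is met; inactive = neither criterion is met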;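 also: 0% = median of the neutral control wells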
Granule exo inh – blocks lytic granule exocytosis; TALL-104 LAMP-1 surface exposure, flow cytometry; cells stimulated with thapsigargin and PMA; inhibition, % at 10 µM; 0.66% of 360,000 active; AID 651702;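 active = inhibition above about 55%, limit read from the data; inconclusive = no clear call, values can overlap the other calls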
aDG glyco act – alpha-DG glycosylation activation. Pro5-aDG cells, alpha-DG glycosylation AlphaScreen (IIH6); 0% Pro5, 100% B10-LARGE cell signal. activation, % at 10 µM. 0.22% of 360,000 active. AID 624168;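 active = activation of at least 8% versus controls, or a plate z-score of at least 8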;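 also: Pro5 are CHO cells carrying HIG-tagged alpha-DG that lacks glycosylation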
NR2E3 ag-2 – agonists of human nuclear receptor NR2E3; GST-NR2E3/biotin-RetCOR TR-FRET, 1536-well; 0.12% of 320,000 active; AID 2300; inhibition of corepressor binding, % at 4.78 µM;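 active = percent inhibition above the cutoff of mean plus 3 SD of all tested compounds, set per screening campaign, cut at about 20% in these data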;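 also: 0% = DMSO wells and 100% = biotin wells as full block of FRET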
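system = GST-tagged NR2E3 plus biotinylated RetCOR corepressor | input = 1.35 nM GST-NR2E3 | also added = 7 nM biotin-RetCOR | schedule = 5 h incubation at 4 °C | measured by = TR-FRET with europium anti-GST and streptavidin-D2, 340 nm excitation | read-out = percent loss of FRET ratio relative to control wells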
Vif imaging – HIV Vif inhibition; HEK293T cells, Vif self-association by quenched fluorescence, imaging, 24 h; inhibition, % at 7.49 µM; 0.35% of 340,000 active; AID 602346; in the data active = inhibition above about 50%, passing the limit was not always enough; inconclusive = no clear call, values can overlap the other calls; inactive = below about 31%; also: some results filed as inactive read as strong as hits
TRPM1 prom inh – reduces MITF-dependent TRPM1 promoter luciferase signal | SK-MEL-5 TRPM1 promoter luciferase, 24 h | inhibition, % at 12.5 µM | 0.83% of 330,000 active | AID 488899;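 active = mean inhibition across replicates of 60% or more, whatever share of single replicates reaches that level; inconclusive = some that reach 60%, reason not given; inactive = mean inhibition across replicates below 60%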; also: values of inactives mirror those of a sister screen read the other way
PDI turbidity – inhibitors of human protein disulfide isomerase; 0.052% of 350,000 active; P07237; inhibition, % at 10 µM; PDI insulin aggregation turbidity, A650, 90 min;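 active = mean inhibition across replicates of 30% or more, whatever share of single replicates reach that level; inconclusive = mean inhibition below 30% while every single replicate reaches 30%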;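 also: absorbance from insulin aggregation driven by PDI reduction with DTT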
Target sequence (P07237 whole entry, looked up): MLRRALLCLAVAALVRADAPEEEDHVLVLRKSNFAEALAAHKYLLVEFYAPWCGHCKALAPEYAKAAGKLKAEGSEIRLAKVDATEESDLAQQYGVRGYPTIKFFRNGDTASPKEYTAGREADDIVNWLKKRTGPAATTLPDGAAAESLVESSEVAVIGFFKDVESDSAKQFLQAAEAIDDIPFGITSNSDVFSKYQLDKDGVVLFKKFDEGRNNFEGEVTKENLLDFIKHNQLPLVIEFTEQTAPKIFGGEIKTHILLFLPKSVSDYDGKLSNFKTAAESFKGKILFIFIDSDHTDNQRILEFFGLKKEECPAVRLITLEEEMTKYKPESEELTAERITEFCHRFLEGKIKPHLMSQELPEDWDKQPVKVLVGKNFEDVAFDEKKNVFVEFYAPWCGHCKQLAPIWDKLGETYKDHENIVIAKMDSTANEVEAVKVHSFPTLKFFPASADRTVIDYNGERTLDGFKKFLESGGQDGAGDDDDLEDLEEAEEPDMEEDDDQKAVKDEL
Peg3 prom inh – Peg3 promoter activity inhibition | 1.7% of 360,000 active | HeLa PEG-Prom luciferase reporter, luminescence, overnight | inhibition, % at 20 µM;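 active = inhibition of at least 50% at 20 µM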
hiPSC survival – hiPSC single-cell survival enhancement. ATPlite luminescence; 100% = ROCK inhibitor wells, 0% = DMSO. survival enhancement, % at 20 µM. 0.044% of 360,000 active; in the data active = survival enhancement above about 18%;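 also: cells exposed to compounds for 16 hours before the ATP read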
HIF-2a inh – inhibitors of HIF-2a; inhibition, % at 18.8 µM; 0.72% of 360,000 active; AID 624352; 786-0 RCC cells HIF-2a reporter, luciferase luminescence, overnight;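 active = inhibition of the luminescence signal of 40% or more relative to plate controls, in a single-dose primary screen at 18.75 µM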
* = called active by the depositor; ? = inconclusive; . = no result given.

SMILES | NR2E3 ag-1 | CaV13 FRET inh | Granule exo inh | aDG glyco act | NR2E3 ag-2 | Vif imaging | TRPM1 prom inh | PDI turbidity | Peg3 prom inh | hiPSC survival | HIF-2a inh
CCc1nc(SCC(=O)NC2CCCC2)c2oc3ccccc3c2n1 | -6 | -2 | -3 | 0.9 | 3 | -1 | 3 | 11 | 3 | -0.4 | 13
Cc1nn(C)c(C(=O)Nc2c(C)nn(Cc3c(F)c(F)c(F)c(F)c3F)c2C)c1Br | 19 | -5 | 2 | 0.7 | . | 6 | 16 | -1 | 9 | -0.3 | 1
O=C(NC1CCCCC1)C(c1ccc(F)cc1)N(Cc1cccs1)C(=O)CN1C(=O)c2ccccc2S1(=O)=O (stereo unspecified) | -24 | -10 | 4 | 0.1 | -3 | -4 | 24 | -4 | 32 | 0.1 | 17
O=C(O)/C=C/C(=O)N(CC1CCCO1)C1CC(=O)N(c2c(Cl)cccc2Cl)C1=O (stereo unspecified) | -10 | -3 | 9 | 0.4 | 3 | 9 | 1 | 7 | 3 | -0.1 | 11
O=C(O)c1ccc(Cl)c(S(=O)(=O)Nc2ccccc2C(=O)Nc2ccc(Cl)cc2)c1 | -17 | -5 | -12 | 0.0 | 0 | -2 | -3 | 5 | 3 | 0.0 | 8
CN1C(=O)/C(=C/c2ccccc2OCc2cccc(F)c2)N(C)C1=S | -8 | -5 | 1 | 0.2 | 2 | -7 | 18 | -6 | 20 | -1.4 | 8
Cc1cc(=O)oc2c(CN3CCC(C)CC3)c(O)c(Cl)cc12 | -9 | -3 | 5 | -0.1 | 3 | -12 | -1 | -14 | 8 | 2.4 | 18
Cc1cc(-c2nnc(SCC(=O)c3ccc(Cl)cc3)o2)no1 | 16 | 3 | -2 | 0.0 | 2 | 92* | 4 | -5 | 9 | 0.4 | 18
CCCCn1nnc(NC(=O)c2ccc(-c3cccc(Cl)c3)o2)n1 | 3 | . | 8 | 0.2 | 2 | -17 | -34 | -3 | -116 | 2.4 | -178
COc1ccc2c(CC(=O)OCC(=O)N(C)c3c(N)n(Cc4ccccc4)c(=O)[nH]c3=O)coc2c1 | 9 | -6 | 3 | 0.0 | . | -7 | -3 | ? | -4 | 1.0 | 5
O=C1c2cccc3c(N4CCCCC4)ccc(c23)C(=O)N1c1ccc(O)cc1 | -28 | -15 | 16 | 1.4 | 1 | 112* | -23 | -4 | -65 | 1.5 | -61
CCOC(=O)CSc1nc(N)c(C#N)c(CC(C)C)c1C#N | -14 | -4 | 0 | -0.3 | 2 | -4 | -6 | 3 | 7 | -4.0 | -1
O=C(Nc1nc(-c2ccc(Cl)s2)cs1)c1ccco1 | -105 | 6 | -2 | 0.3 | 1 | -2 | -49 | -5 | -292 | 0.3 | -372
CCC(=O)OCc1c(C(F)(F)F)nn(C)c1Sc1ccc(Cl)cc1 | 10 | -4 | 0 | 0.8 | -1 | 9 | -6 | 3 | -3 | 2.1 | 14
Cc1ccsc1/C=C1\CCC(C2CCCC2)C1=O (stereo unspecified) | -69 | 0 | -7 | -0.2 | 3 | -3 | -79 | -7 | -244 | -0.1 | -335

Entries listed so far that contain a COOH group, in the order listed:
SMILES | NR2E3 ag-1 | CaV13 FRET inh | Granule exo inh | aDG glyco act | NR2E3 ag-2 | Vif imaging | TRPM1 prom inh | PDI turbidity | Peg3 prom inh | hiPSC survival | HIF-2a inh
O=C(O)/C=C/C(=O)N(CC1CCCO1)C1CC(=O)N(c2c(Cl)cccc2Cl)C1=O (stereo unspecified) | -10 | -3 | 9 | 0.4 | 3 | 9 | 1 | 7 | 3 | -0.1 | 11
O=C(O)c1ccc(Cl)c(S(=O)(=O)Nc2ccccc2C(=O)Nc2ccc(Cl)cc2)c1 | -17 | -5 | -12 | 0.0 | 0 | -2 | -3 | 5 | 3 | 0.0 | 8

Other records.
SMILES | NR2E3 ag-1 | CaV13 FRET inh | Granule exo inh | aDG glyco act | NR2E3 ag-2 | Vif imaging | TRPM1 prom inh | PDI turbidity | Peg3 prom inh | hiPSC survival | HIF-2a inh
COCCCn1c(=O)c2ccccc2n2c(=S)[nH]nc12 | -13 | -12 | 8 | -0.1 | -3 | 2 | -4 | -1 | 15 | -0.4 | 21
CCN(CCCNS(=O)(=O)c1ccc2c(c1)oc(=O)n2C)c1cccc(C)c1 | -17 | -2 | 1 | -0.1 | 0 | -2 | -4 | . | 25 | -2.5 | 15
CCOc1cccc2sc(N(CCCN(C)C)C(=O)c3ccc(C(=O)c4ccccc4)cc3)nc12 | 10 | -5 | 32 | 4.4 | 2 | 3 | 12 | 7 | 30 | -0.5 | -6
Oc1ccc(C=NC2CCCCC2)cc1 | 5 | -6 | 12 | 0.0 | 3 | -5 | 2 | -42 | 4 | 0.8 | 13
O=C(Nc1ccc(Oc2ccccc2)nc1)C1CCCCN1Cc1ccc(O)cc1 (stereo unspecified) | -4 | -6 | 5 | 0.3 | 2 | -9 | 6 | 0 | -20 | 0.1 | -28
CCC(C)(C)NC(=O)C(c1ccc(C)cc1)N(CCN1CCOCC1)C(=O)CNC(=O)c1cccs1 (stereo unspecified) | -16 | -5 | -1 | 0.2 | 2 | 1 | -4 | 0 | 4 | -0.7 | 7
COCCNC(=O)C(c1ccc(O)cc1)N(Cc1cccs1)C(=O)CCC(=O)Nc1ccccn1 (stereo unspecified) | 9 | -2 | -3 | 0.1 | 3 | 15 | 4 | -5 | 2 | -0.5 | 7
Cc1cc(=O)[nH]c(N/N=C/c2c(F)c(F)c(F)c(F)c2F)n1 | 14 | -4 | 0 | 0.3 | -4 | 1 | -4 | -5 | 0 | -0.5 | 12
CN1CCN(S(=O)(=O)c2cccc(C(=O)N(C)C(c3ccccc3)c3ccccc3)c2)CC1 | -12 | -5 | -5 | 0.0 | 2 | 5 | -1 | 1 | -2 | 0.1 | 7
O=C(O)CCn1[nH]c(=O)ccc1=O | -28 | -1 | 7 | 0.4 | 1 | 23 | -1 | -1 | 14 | 1.5 | 4
N#Cc1ccncc1S(=O)c1ccc(Cl)cc1 (stereo unspecified) | 21 | -2 | -5 | 0.2 | -1 | 18 | 6 | 0 | 5 | -0.9 | 11
CCCN1CCN(C(=O)CCc2nnc3ccc(N4CCN(c5cccc(OC)c5)CC4)nn23)CC1 | -26 | -11 | 4 | 0.1 | 1 | 4 | -5 | . | 8 | -0.6 | 7
COC(=O)c1c(NC(=O)c2ccc(S(=O)(=O)N3CC(C)OC(C)C3)cc2)sc2c1CCN(C)C2 (stereo unspecified) | -9 | -7 | 5 | 0.0 | . | . | . | 3 | 17 | 3.5 | 2
CCN1CCN(c2nc3c(c(=O)n(C)c(=O)n3C)n2CCSc2nccc(C)n2)CC1 | -9 | -5 | -2 | -0.3 | 0 | 3 | -4 | -4 | 1 | 0.8 | 4
Cc1ccc(C(=O)NCc2ccco2)cc1S(=O)(=O)N1CCOCC1 | -22 | -3 | -2 | -0.2 | 4 | 18 | -8 | 4 | -4 | 4.3 | 18
CCOC(=O)C1(Cc2cccc(F)c2)CCN(C(=O)C2CCC2)CC1 | -14 | -1 | 0 | 0.2 | 1 | 4 | -17 | 0 | -1 | -1.3 | -21
Cc1cc(Nc2ccccc2)nc(N2CCN(C(=O)c3ccc4c(c3)OCO4)CC2)n1 | 15 | -5 | -1 | 0.0 | 7 | 0 | -11 | 6 | -2 | 3.3 | -6
COCCn1c(Cc2ccccc2)nnc1SCc1nc2ccccc2c(=O)[nH]1 | 0 | -4 | -2 | 0.5 | 3 | . | 9 | -8 | 8 | -1.1 | 10
COc1cc2c(cc1OC)/C(=C/C(=O)c1ccc([N+](=O)[O-])c(C)c1)NCC2 | -26 | -5 | -10 | -0.2 | . | -14 | 1 | 7 | 6 | 0.2 | 14
O=C(CCC(=O)NNc1nc2ccccc2c2nc(-c3ccccc3)nn12)NCCCN1CCCC1=O | -20 | -5 | -1 | -0.2 | 8 | 6 | 2 | 3 | -17 | 1.2 | -19
O=C(NCCCC1CCCC1)C1CCC(=O)N(Cc2cccc(C(F)(F)F)c2)C1 (stereo unspecified) | 11 | . | 0 | 0.1 | . | -6 | 14 | 11 | 15 | 0.3 | 6
COc1ccc(NC(=O)c2cc(C3CCCCN3C(=O)c3ccc4c(c3)CCO4)on2)c(C)c1 (stereo unspecified) | 0 | -7 | -2 | -0.1 | . | 4 | . | -2 | 9 | 0.4 | 11
Cc1c(NS(=O)(=O)c2cccc(C(=O)NCc3cccc(Cl)c3)c2)c(=O)n(-c2ccccc2)n1C | -21 | -5 | 4 | -0.1 | . | 14 | 19 | -5 | 6 | -1.5 | 16
Cc1cc2nc(CS(=O)(=O)c3ccccc3)cc(=O)n2[nH]1 | -2 | 4 | 1 | -0.3 | 5 | 18 | -6 | 2 | -1 | -0.4 | 1
C=CCNC(=S)N/N=C/c1ccc(-c2ccc(Br)cc2)o1 | -11 | -5 | -1 | 0.0 | -1 | -8 | -13 | 0 | -68 | 2.4 | -113
CN(C)/C=N/S(=O)(=O)c1cccn1-c1ncc(C(F)(F)F)cc1Cl | -5 | -6 | 0 | 0.8 | 0 | 2 | -6 | 10 | -13 | 3.9 | -3
N#Cc1ccc(N[C@@H]2CCN3C(=O)c4ccccc4[C@@H]3C[C@H]2O)cc1 | -11 | -8 | 0 | 0.3 | . | -4 | 1 | -2 | -6 | -1.1 | 17
C[C@@H]1CN([C@@H](C)CO)C(=O)CCCn2nncc2CO[C@@H]1CN(C)S(=O)(=O)c1ccc(-n2cccn2)cc1 | -17 | -4 | -1 | 0.3 | . | -3 | . | -4 | 10 | 2.9 | 2
COc1ccc(CCNC(=O)COC(=O)c2ccc(N3CCCC3=O)cc2)cc1 | -27 | -7 | 7 | 0.1 | 1 | -1 | 1 | 7 | 11 | 1.7 | 16
Nc1nc(SCc2ccc3c(c2)OCO3)n[nH]1 | -8 | -2 | -1 | -0.1 | 0 | 9 | 3 | -10 | -23 | -0.6 | -23
CC12CCC(C(=O)Nc3cc(F)ccc3F)(CC1=O)C2(C)C (stereo unspecified) | -4 | 1 | 1 | -0.3 | 0 | 4 | 21 | -1 | 1 | -0.2 | 18
CN1CCc2c(sc3nc(NN)n(-c4ccc(Cl)cc4)c(=O)c23)C1 | 16 | . | 9 | 0.3 | 2 | -11 | 7 | -8 | -16 | 1.0 | -71
COc1ccc(C(=O)NN2C(=O)C3C4C=CC(O4)C3C2=O)cc1 (stereo unspecified) | 2 | -7 | 0 | 0.0 | -1 | 8 | 4 | -4 | -7 | 0.4 | 1
O=C(NC1CC1)c1cccc(NC(=O)c2cn3ccccc3n2)c1 | -33 | -3 | -3 | 0.0 | 0 | 8 | -50 | -7 | -161 | -0.5 | -195
COc1ccc(-c2oc3ccc(-c4cc(OC)c(OC)c(OC)c4)cc3c2C#Cc2ccsc2)cc1 | -9 | -4 | -2 | -0.5 | -2 | -2 | -5 | 4 | 14 | 0.1 | 9

Looked up above.
In NR2E3 ag-2, CN1CCc2c(sc3nc(NN)n(-c4ccc(Cl)cc4)c(=O)c23)C1 reads 2
In Peg3 prom inh, CC12CCC(C(=O)Nc3cc(F)ccc3F)(CC1=O)C2(C)C (stereo unspecified) reads 1
In Granule exo inh, COc1ccc(C(=O)NN2C(=O)C3C4C=CC(O4)C3C2=O)cc1 (stereo unspecified) reads 0
